NCI-60 one-dose screen, 48 h, at 10 µM unless noted. Numbers give growth in % (100 = growth as untreated, 0 = no growth, -100 = all killed).
SF-295 = SF-295 CNS cancer cells. actives 5.6% (n = 79,000). AID 1794758
HCT-116 = HCT-116 colon cancer | actives 7.3% (n = 82,000) | AID 1794798
HCT-15 = HCT-15 colon cancer; actives 5.2% (n = 82,000); AID 1794746
SNB-75 = SNB-75 CNS cancer | actives 5% (n = 79,000)
SW-620 = SW-620 colon cancer. actives 5.2% (n = 82,000)
SF-539 = SF-539 CNS cancer | actives 6.8% (n = 81,000)
KM12 = KM12 colon cancer cells; AID 1794800; actives 5% (n = 82,000)
HCC-2998 = HCC-2998 colon cancer; actives 4.7% (n = 79,000); AID 1794799
SNB-19 = SNB-19 CNS cancer cells; actives 2.5% (n = 81,000); AID 1794751
Numbers without * were called inactive; / = no result given; & = joins results of further samples; [ ] = another dose, or the depositor's remark. How the source made its calls: active means growth percent below 10; inactive means the rest. Compounds were not picked by outcome; 11% or so of the library scored in one or more.

SMILES	SF-295	HCT-116	HCT-15	SNB-75	SW-620	SF-539	KM12	HCC-2998	SNB-19
COc1ccc(C=NCCN=Cc2ccc(OC)cc2OC)c(OC)c1	/	99	89	91	102	92	106	105	90
Cc1ccc(C2(O)CCN(Cc3ccccc3)CC2)cc1	96	110	101	105	103	96	103	98	113
COc1cc(/C=N/N2CCCCCC2)cc(I)c1O	106	100	91	89	107	87	103	105	110
Cc1ccc(S(=O)(=O)/C(=C\c2ccc(Cl)cc2)C(=O)c2ccc(-c3ccccc3)cc2)cc1	97	111	111	83	129	105	119	115	97
CC[N+](C)(C)c1ncnc2nc[nH]c12	/	103	95	82	100	99	111	104	104
CC(Br)C(Br)CO (stereo not given)	93	111	100	97	102	100	104	115	98
Cc1ccc(S(=O)(=O)C/C(=N\Nc2ccccc2)c2cc3ccccc3oc2=O)cc1	94	101	100	91	103	102	84	103	97
O=S(=O)(/N=c1/n(-c2ccccc2)nc2n1CCN2C1=NCCN1)c1ccc(-c2ccccc2)cc1	98	96	99	85	98	93	103	101	97
Cc1cc2c(cc1C)NC(=O)C(C)CN2 (stereo not given)	104	106	107	107	120	102	112	105	103
COc1ccc(C(=O)/C=C/c2ccc(C)cc2)cc1S(=O)(=O)NNC(=O)c1ccncc1	105	105	101	104	110	105	102	105	98
COc1cc(C2CC(=O)Nc3c2ncn3-c2ccc(Cl)cc2)cc(OC)c1OC (stereo not given)	97	78	93	75	99	99	96	87	91
CC(=O)Oc1c2ccccc2c(OC(C)=O)c2ccccc12	113	104	103	/	107	100	119	92	106
O=C(COc1ccc(NC(=O)Nc2ccc(Cl)c(Cl)c2)cc1)N=Nc1c(O)[nH]c2ccccc12	-49*	-1.2*	56	-39*	-62*	-86*	-38*	-49*	-24*
c1ccc(-c2c[nH]c(-c3ccccc3)c2)cc1	106&99	99&101	88&89	72&84	102&94	99&107	81&82	99&104	97&106
Nc1nc(Nc2ccccc2SSc2ccccc2Nc2nc(N)nc(-c3ccc4ccccc4c3)n2)nc(-c2ccc3ccccc3c2)n1	68	58	67	46	104	99	51	120	93
O=C1CSC(=S)N1/N=C/c1c(F)cccc1Cl	94	107	72	92	98	96	97	104	92
CCOC(=O)CSc1nnc(-c2cc3c([nH]c4ccccc43)c(-c3cccc(O)c3)n2)n1-c1ccc(Br)cc1	94	86	71	93	106	97	97	100	108
CCCCCC/C=N\NC(N)=S	91	22	87	77	82	40	103	97	92
CCCCCCCCN(CCCCCCCC)CC(O)c1cc(-c2ccccc2)nc2ccc(OC)cc12 (stereo not given)	94	8.3*	11	96	24	0.7*	83	101	63
Clc1ccc(OCc2nnc(-c3ccc(Oc4ccccc4)cc3)o2)c(Cl)c1	95	101	98	88	103	106	94	108	98
Cc1ccc2nc(NC(=O)CSc3nc(N/N=C/c4ccc(Cl)cc4)c(C#N)c(-c4ccccc4)n3)sc2c1	97	96	95	100	96	98	98	108	97
CCN(CC)CCOc1ccc(C=O)cc1	92	90	104	97	103	94	104	97	107
COc1ccc(C(C#N)CC(=O)c2ccc(OCc3ccccc3)c(OC)c2)cc1OC (stereo not given)	97	90	92	96	105	98	92	/	91
NC(=S)N/N=C/c1ccc(F)cc1	/	97	94	105	91	97	108	91	101
COc1ccc2cc(C(C)C(=O)Nc3ccc(S(N)(=O)=O)cc3)ccc2c1 (stereo not given)	108	87	97	91	102	95	110	/	101
C/C(=N\NC(N)=O)c1nnn(-c2ccc(S(N)(=O)=O)cc2)c1C	98	105	103	79	101	95	100	111	98
COc1cccc(OC)c1/C=C(\C#N)C(=O)Nc1cc(-c2ccccc2)nn1-c1ccccc1	101	94	95	58	104	95	101	109	86
O=C(Cl)c1ccccc1C(=O)Cl	69	104	98	83	101	95	105	126	100
COC(=O)C1(C(=O)Nc2ccc([N+](=O)[O-])cc2)CCCO1 (stereo not given)	105	104	105	87	105	104	102	112	100
CN(C)c1ccc(/C=C/c2c(F)cccc2Cl)cn1	87&85	75&81	71&91	66&75	83&90	86&96	79&71	80&77	94&97
O=C(O)CCc1nc(-c2ccccc2)c(-c2ccccc2)o1	96	96	98	92	111	104	106	108	95
O=C(Cc1c[nH]c2ccccc12)NC1=Nc2ccccc2C(=O)NN1	101	103	105	91	101	99	100	107	104
O=c1c(N2CCOCC2)c(N2CCOCC2)c1=O	/	94	97	90	103	91	115	95	111
Nc1nc(SCc2cccnc2)c2[nH]cnc2n1	118	104	95	83	97	97	102	111	102
O=C(CN1C(=O)S/C(=C\C(Cl)=C\c2ccccc2)C1=O)Nc1cccc2nonc12	80	61	60	59	84	89	73	103	80
c1ccc(CSc2nnc(-c3ccc(-c4nc5ccccc5[nH]4)cc3)o2)cc1	100	104	94	93	116	70	94	102	79
C[C@]12O[C@H]1[C@H](O)c1c(cc(O)c3c1C(=O)c1cccc(O)c1-3)C2=O	102	93	103	86	113	100	103	112	104
CCOC(=O)c1[nH]c2c(c1C)-c1[nH]c(=O)c(S(=O)(=O)c3ccccc3)cc1SC2	8.4*[100 µM]	25[100 µM]	73[100 µM]	17[100 µM]	49[100 µM]	30[100 µM]	28[100 µM]	75[100 µM]	95[100 µM]
O=c1[nH]c2ccccc2nc1/C(Cl)=C/c1ccc(Cl)cc1	103	96	98	110	105	106	99	107	106
COc1cccc(NC(=O)c2ccc(C(=O)Nc3cccc(OC)c3)cc2)c1	79	96	107	101	109	104	116	106	99
CC1N=C(SCC(=O)c2ccc(Cl)cc2)N2C(C)N=C(SCC(=O)c3ccc(Cl)cc3)N12 (stereo not given)	101	105	100	87	104	99	99	114	99
CCCCCCCC(=O)Oc1ccc2c(c1)OCO2	106	103	102	105	111	96	99	97	103
NC(=O)c1cccc(C#CCNC[C@H]2C[C@@H](n3ccc4c(Cl)ncnc43)[C@H](O)[C@@H]2O)c1	105	104	107	88	104	99	106	107	102
COc1cc(/C=C/C(=O)c2ccc(C)cc2)ccc1Oc1nc(Nc2ccc(F)cc2)nc(N(C)C)n1	30	-80*	17	51	6.8*	-32*	65	92	23
Clc1ccc2c(c1)C(Br)c1cc(Cl)cc(Cl)c1-2 (stereo not given)	101	65	78	74	60	82	98	/	91
CCCc1n(Cc2ccc3ccccc3n2)cc[n+]1Cc1ccc2ccccc2c1	4.5*	1.3*	82	-6.0*	15	13	-4.5*	13	7.2*
c1ccc([P+](c2ccccc2)(c2ccccc2)c2ccc3c4ccc([P+](c5ccccc5)(c5ccccc5)c5ccccc5)c5cccc(c6cccc2c63)c54)cc1	3.7*	8.7*	66	14	10	-27*	-9.2*	18	12
OC1(Cc2ccccc2)CCN(c2ccc3nnc(Cl)n3n2)CC1	100	108	99	68	99	94	98	104	100
Cc1cc(C(=O)Nc2ncc(Cc3ccccc3)s2)c(C)o1	34	75	47	85	66	72	20	61	81
CCOC(=O)C1=C(C)N=C2Sc3cccc(OC)c3N2[C@H]1c1ccccn1	101	95	104	94	102	103	97	93	97
COc1ccc2c(c1)/C(=C/c1cc(OC)c(OC)c(OC)c1)C(=O)N2C	-30*	19	13	-15*	1.6*	-22*	-21*	/	4.8*
O=C(NCc1ccc(Cl)cc1Cl)C1CCC(=O)N1C(=O)Nc1ccc(Cl)c(Cl)c1 (stereo not given)	99	94	107	99	102	98	100	113	99
Nc1nc(N)c(N=Nc2ccc(C(=O)O)c(O)c2)c(=O)[nH]1	91	100	108	93	106	98	101	99	108
O=C(CN1CCN(c2cc3c(cc2F)c(=O)c(C(=O)O)cn3C2CC2)CC1)Nc1ccc(C(=O)/C=C/c2ccc3c(c2)OCO3)cc1	86	100	108	81	102	99	105	116	101
O=S(=O)(NCCCNc1nccc(-c2c(-c3cccc(F)c3)nc3sccn23)n1)c1ccc(O)cc1	92	60	44	78	83	99	27	100	78
O=C(/C=C/Nc1cc(-c2ccccc2)nn1-c1ccccc1)c1ccc(Cl)cc1	86	91	79	95	96	99	99	96	92
CCOc1nc(-c2ccco2)n2nc(-c3cccs3)cc2n1	111	102	99	93	102	98	97	99	101
Cc1ccc([N+]2=NOC(=O)C2S(=O)(=O)Nc2nc(-c3c(Cl)cccc3Cl)cs2)cc1 (stereo not given)	99	89	86	81	106	87	93	99	103
N#Cc1c(-c2ccc(F)cc2)nc(N2NC(=O)CC2=O)nc1N1CCOCC1	94	100	110	85	101	99	103	95	98
COc1ccc(C2=NN(c3ccccc3)C(c3ccc(OCc4ccccc4)c(OC)c3)C2)cc1OC (stereo not given)	91	86	94	97	101	99	92	117	99

In the list so far, these have a cyano group:
SMILES	SF-295	HCT-116	HCT-15	SNB-75	SW-620	SF-539	KM12	HCC-2998	SNB-19
Cc1ccc2nc(NC(=O)CSc3nc(N/N=C/c4ccc(Cl)cc4)c(C#N)c(-c4ccccc4)n3)sc2c1	97	96	95	100	96	98	98	108	97
COc1ccc(C(C#N)CC(=O)c2ccc(OCc3ccccc3)c(OC)c2)cc1OC (stereo not given)	97	90	92	96	105	98	92	/	91
COc1cccc(OC)c1/C=C(\C#N)C(=O)Nc1cc(-c2ccccc2)nn1-c1ccccc1	101	94	95	58	104	95	101	109	86
N#Cc1c(-c2ccc(F)cc2)nc(N2NC(=O)CC2=O)nc1N1CCOCC1	94	100	110	85	101	99	103	95	98

More structures follow.
SMILES	SF-295	HCT-116	HCT-15	SNB-75	SW-620	SF-539	KM12	HCC-2998	SNB-19
Cc1nn(-c2ccccc2)cc1/C=C(\C#N)C(=O)Nc1sc2c(c1C#N)CCCC2	104	106	99	115	101	98	103	110	105
CCOc1ccc2nc(N)sc2c1	107	94	98	70	97	117	112	107	94
Cc1ccc(C(=O)c2ccc(CC(=O)NNC(=O)Nc3ccc(Cl)c(C(F)(F)F)c3)n2C)cc1	99	93	89	64	89	94	95	101	74
COc1cc(NC(=O)OCc2ccccc2)c2ncccc2c1	97	96	91	78	104	103	103	102	98
CCOC(=O)c1c[nH]c2ccccc2c1=O	115	108	115	94	99	102	101	103	99
COc1cc(N)c2ncccc2c1	121	94	89	104	100	91	106	109	118
COC(=O)C1(C)CCC[C@]2(C)[C@H]3C[C@@H]4[C@H]5[C@@H]6CC/C(=N\N=CCc7ccco7)[C@H]5[C@@]3(CC[C@@H]12)CC4(C(C)C)O6 (stereo not given in full)	95	86	91	85	106	94	96	103	90
O=C(CSc1nnc(-c2cccnc2SCc2ccccc2)o1)Nc1nc(Cl)cc(Cl)n1	97	97	106	86	103	101	/	103	106
C=CC(=O)N1CC=C(c2cc3c(N[C@H](C)c4ccccc4)ncnc3[nH]2)CC1	79	86	83	-0.7*	87	60	99	90	92
N=c1sc(Cc2cccc(Cl)c2)cn1CC(=O)c1ccc(Br)cc1	86	70	56	92	62	80	57	84	88
CCCCN(CCCC)CCCCCCCN(CCCC)CCCC	105	92	100	89	96	96	101	100	97
CN1C(=O)NC(c2ccc(Cl)cc2)(c2ccc(Cl)cc2)C1=O	102	88	106	84	103	111	88	101	105
CCOC(=O)NC(C)C	118	98	109	97	111	96	112	103	99
COc1ccc(C(=O)CSc2nccc(Nc3ccc(S(=O)(=O)Nc4nccc(C)n4)cc3)n2)cc1	104	104	100	101	108	102	108	110	101
CC(=O)OCC1CCCC(C)C1COC(C)=O (stereo not given)	109	97	102	88	98	98	106	104	108

Given with values under each structure: 2 of the compounds above
Each structure is followed by: SF-295	HCT-116	HCT-15	SNB-75	SW-620	SF-539	KM12	HCC-2998	SNB-19
Cc1ccc([N+]2=NOC(=O)C2S(=O)(=O)Nc2nc(-c3c(Cl)cccc3Cl)cs2)cc1 (stereo not given)
  99	89	86	81	106	87	93	99	103
O=C(O)CCc1nc(-c2ccccc2)c(-c2ccccc2)o1
  96	96	98	92	111	104	106	108	95

Part of the list above, field by field.
> COc1cc(NC(=O)OCc2ccccc2)c2ncccc2c1
  SF-295 = 97; HCT-116 = 96; HCT-15 = 91; SNB-75 = 78; SW-620 = 104; SF-539 = 103; KM12 = 103; HCC-2998 = 102; SNB-19 = 98

> CCOC(=O)c1c[nH]c2ccccc2c1=O
  SF-295 = 115; HCT-116 = 108; HCT-15 = 115; SNB-75 = 94; SW-620 = 99; SF-539 = 102; KM12 = 101; HCC-2998 = 103; SNB-19 = 99

The results go on.
SMILES	SF-295	HCT-116	HCT-15	SNB-75	SW-620	SF-539	KM12	HCC-2998	SNB-19
O=C(Nc1cccc([N+](=O)[O-])c1)c1ccc2ccccc2c1O	57	59	66	97	74	55	79	67	68
Cn1ccc2cc(NC(=O)Cn3cc(-c4ccccc4)nn3)ccc21	103	98	104	103	104	101	102	108	95
Brc1ccc(C2=Nn3c(Cc4ccccc4)nnc3SC2)cc1	94	88	93	92	103	88	103	105	84
O=c1c2cc(F)ccc2sc2c(Nc3ccccn3)nc3ccccc3c12	70	59	91	64	80	96	87	95	82
CCN1CCN(Cc2cn(CC(=O)Nc3ccc4c(ccn4C)c3)nn2)CC1	106	99	104	100	103	105	104	114	100
Cc1cc(=O)[nH]n1-c1ccc(Cl)cc1N	102	105	103	80	105	109	115	/	102
CCN1C(=S)N(CC)C2C1N=C(SC)N2/N=C/C=C/c1ccccc1 (stereo not given)	88	77	78	97	94	97	87	105	88
CCC1(C)CCC(C)(CC)c2c1cc([N+](=O)[O-])c(C)c2[N+](=O)[O-] (stereo not given)	95	/	97	89	101	105	98	110	110
O=C1OC(c2ccccc2)C(O)=C1c1ccccc1 (stereo not given)	109	107	108	102	110	102	96	127	105
C[n+]1ccccc1/C=C\c1c[nH]c2ccccc12	97	116	105	156	39	97	28	70	75
C=CC(=O)N1CCN(c2cccc(Oc3nccc(Nc4nnc(-c5ccc(Cl)cc5)s4)n3)c2)CC1	88	72	93	85	92	84	84	88	73
Nc1cc(=O)n(CC(=O)c2ccccc2)n1S(=O)(=O)c1ccccc1	96	95	105	95	102	98	107	94	100
O=c1nc(Nc2nc3ccccc3s2)[nH]c(=O)c2ccccc12	99	103	99	77	101	97	99	98	96
c1ccc2c(c1)ncc1cccn12	95	99	99	86	109	100	111	93	106

High-throughput results (PubChem)
